High-throughput results from PubChem.
PI4K2A block: PI4K2A (human) kinase inhibition; purified PI4K2A, ADP-Glo luminescence, 1 h; active compounds read low; 420,000 compounds, 0.13% hits; activity change, negative = inhibition, % at 76.9 µM; Q9BTU6; in the data active means activity change below about -50%; inconclusive means mostly about -30% to -49%;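 further: -100% = wells without enzyme as full effect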
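PI4K2A activity was measured by ADP-Glo luminescence: enzyme (4 ug/mL stock) and phosphatidylinositol (1.2 mM stock) in Tris pH 7.5/MgCl2/EGTA/Triton X-100 buffer were reacted with ATP (300 microM stock) for one hour at ambient temperature.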
IDH1 R132H inh: inhibitors of human mutant IDH1 R132H; O75874; IDH1-R132H enzyme, NADPH consumption, diaphorase/resazurin fluorescence; Potency, µM (doses to about 76.6 µM), for inactives: top-dose activity change, negative = inhibition, hits mostly inhibitors; 390,000 compounds, 0.093% hits; further: potency means the concentration at half of the fitted maximal effect; on the % scale 0 is the no-effect control and ±100 the full control effect; nearly all actives have a fitted effect of over 65% in size
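IDH1-R132H (0.5 ug/mL dispensed) in pH 7.5 Tris buffer was preincubated 30 min with compound, then given a substrate mix of 0.016 mM NADPH and 2 mM alpha-KG for 80 min at room temperature; remaining NADPH was read by diaphorase/resazurin fluorescence.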
TrxR1 substrate: rat thioredoxin reductase 1 substrate activity | O89049 | purified TrxR1 substrate turnover, NADPH consumption readout | Potency, µM (titrated, usually from 114 µM), for the others: at the highest dose activity change, negative = substrate turnover | 390,000 compounds, 0.01% hits | AID 588456; further: potency means the concentration at half of the fitted maximal effect; on the % scale 0 is the no-effect control and ±100 the full control effect; nearly all actives have a fitted effect of over 50% in size
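Rat TrxR1, dispensed at 90 nM, was prereduced with 400 uM NADPH (final) for 5 min at ~22 deg C, then incubated with compound 15 min before 400 uM selenite. A first-read NADPH fluorescence drop versus no-compound background flagged substrates.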
TRHR agonist: agonists of human TRH receptor | 360,000 compounds, 0.18% hits | activation, % at 2 µM | P34981 | TRHR cells, calcium flux fluo-8, FDSS agonist mode; in the data active means activation above about 30%; further: 0% is about no effect
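TRHR-expressing cells, plated overnight in medium with 10% serum, were loaded with fluo-8 calcium dye at room temperature. After a 10 s baseline, library compound was pin-added and calcium release was recorded kinetically (ex 480/em 530) as agonist response.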
D2 antag: antagonizes the human D2 dopamine receptor. AID 485344. inhibition, % at 10 µM. HEK293 TREx D2 cells, calcium flux, dopamine EC80. P14416. 340,000 compounds, 2% hits; in the data active means inhibition above about 30%; further: 0% is about no effect
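Measurement of antagonist activity uses fluorescent calcium dye in inducible HEK293 T-REx D2 cells: 10 s baseline, compound addition with 180 s read, EC80 dopamine addition with a further 180 s read.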
TRHR enhancer: allosteric enhancers of human TRH receptor; TRHR cells, fluo-8 calcium fluorescence, EC20 TRH enhancement; enhancement, % at 2 µM; 360,000 compounds, 0.66% hits; AID 493056; in the data active means enhancement above about 30%; further: 0% is about no effect
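Enhancer read-out: after compound pinning and an initial kinetic agonist-mode read, an EC20 of TRH (10 nM final) was injected and fluo-8 calcium signal (Ex 480/Em 530) followed at 1 s/cycle for 100 cycles in TRHR-expressing cells.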
TrxR1 inh: rat TrxR1 inhibition | recombinant rTrxR1, NADPH fluorescence consumption, selenite substrate | AID 588453 | 390,000 compounds, 1% hits | Potency, µM (highest dose often 114 µM), for inactives: at the top dose activity change, negative = inhibition, usual class: inhibitors; further: potency means the concentration at half of the fitted maximal effect; on the % scale 0 is the no-effect control and ±100 the full control effect; nearly all actives have a fitted effect of over 65% in size
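Rat TrxR1 (90 nM in the dispensed reagent) was pre-reduced with 400 uM NADPH for 5 min at room temperature, then incubated with compound for 15 min. After 400 uM selenite was added, NADPH fluorescence (Ex 340/Em 450 nm) was followed for 8 min.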
USP1-UAF1 inh: blocks the human USP1/UAF1 deubiquitinase complex. recombinant USP1/UAF1, Ub-Rhodamine cleavage fluorescence. 390,000 compounds, 0.23% hits. O94782. Potency, µM (highest dose often 57.1 µM), for the others: top-dose activity change, negative = inhibition, actives largely listed as inhibitors; further: potency means the concentration at half of the fitted maximal effect; on the % scale 0 is the no-effect control and ±100 the full control effect; nearly all actives have a fitted effect of over 60% in size; inactives centre near -12
Target sequence (O94782 whole entry, looked up): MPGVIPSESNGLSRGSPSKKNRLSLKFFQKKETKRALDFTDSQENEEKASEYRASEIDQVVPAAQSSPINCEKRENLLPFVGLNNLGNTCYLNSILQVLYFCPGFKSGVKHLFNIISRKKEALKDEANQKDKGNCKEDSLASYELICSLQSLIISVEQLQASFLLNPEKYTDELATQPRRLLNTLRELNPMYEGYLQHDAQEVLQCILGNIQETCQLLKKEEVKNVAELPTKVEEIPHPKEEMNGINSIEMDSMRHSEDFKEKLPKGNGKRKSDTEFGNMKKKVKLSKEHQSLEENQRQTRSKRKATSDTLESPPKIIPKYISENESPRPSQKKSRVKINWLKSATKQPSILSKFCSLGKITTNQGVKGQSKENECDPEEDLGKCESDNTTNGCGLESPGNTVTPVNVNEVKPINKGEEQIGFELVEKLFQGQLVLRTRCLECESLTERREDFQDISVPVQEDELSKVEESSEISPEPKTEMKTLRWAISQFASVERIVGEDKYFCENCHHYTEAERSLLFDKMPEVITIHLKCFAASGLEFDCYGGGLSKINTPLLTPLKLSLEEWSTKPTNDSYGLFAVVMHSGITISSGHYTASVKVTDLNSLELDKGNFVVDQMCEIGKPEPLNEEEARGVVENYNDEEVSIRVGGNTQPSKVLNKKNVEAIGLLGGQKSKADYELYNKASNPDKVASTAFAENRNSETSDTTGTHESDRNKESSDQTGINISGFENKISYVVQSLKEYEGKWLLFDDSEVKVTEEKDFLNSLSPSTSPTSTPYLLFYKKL
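USP1/UAF1 complex (1 nM) preincubated 15 min at room temperature with compound, then Ub-Rho substrate (150 nM final) added. Kinetic fluorescence at 480/540 nm over 6 reads at 60 s intervals; 50 mM HEPES pH 7.8, 0.5 mM EDTA, 0.1 mg/ml BSA, 1 mM TCEP, 0.01% Tween-20.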
D2 ag: activates the human D2 dopamine receptor. P14416. HEK293 T-REx D2 cells, calcium flux agonist mode. activation, % at 2 µM. 340,000 compounds, 0.53% hits;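 active means activation over 3 SD above normal in the single-dose calcium agonist read, cut at about 30% in these data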; further: 0% is about no effect
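Calcium-flux readout, 1 cycle/sec over 180 s following compound pin transfer, in inducible HEK293 Trex D2 cells (force-coupled); dopamine controls included. Positive calcium responses during this window marked compounds as potential agonists.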
Starred values were filed as active, the others as inactive; ? = inconclusive; · = no result given; [ ] = remark or other dose. Unless noted, the call rests on the fitted dose curve; in most records, active means well fitted inhibition curve with a large enough effect; inconclusive means small, poorly fitted or top-dose-only effect; inactive means no such curve, though single readings can be large or run the other way.

SMILES	PI4K2A block	IDH1 R132H inh	TrxR1 substrate	TRHR agonist	D2 antag	TRHR enhancer	TrxR1 inh	USP1-UAF1 inh	D2 ag
COc1cccc(NC(=O)CN2C(=O)COc3ccc(Cl)cc32)c1	1	-5%	-2%	1.1	-9	-5	5%	-11%	-0.2
O=C(CSc1ccccc1)N1CCN(C(=O)c2ccco2)CC1	-4	5%	2%	0.0	-7	5	-1%	-13%	-0.3
Fc1ccccc1OCCCN1CCOCC1	4	2%	-1%	0.6	31*	-6	11%	7%	0.5
Cc1ccc2occ(-c3cc(-c4ccc(F)cc4)nc4c3COc3ccc(F)cc3-4)c(=O)c2c1	-1	5%	15%[11.4 µM]	0.0	·	6	16%	-28%	-0.4
O=C(C1CCC(=O)N(C2CC2)C1)N1CCN(c2cccc(Cl)c2)CC1 (stereo unspecified)	-1	6%	-11%	0.1	·	-2	-10%	-14%	·
Cc1ccc(S(=O)(=O)N2CCOC23CCN(C(=O)c2cc(Cl)ccc2Cl)CC3)cc1	-2	-3%	-3%	-0.1	0	-4	18%	-13%	0.5
O=C(CSC1=Nc2ccccc2C2CC=NN12)NCc1ccco1 (stereo unspecified)	-6	2%	-4%	·	·	·	?	-14%	·
Cc1nn(CC(=O)NCCCN2CCC(Cc3ccccc3)CC2)c(=O)c2cc(-c3ccccc3)nn12	-2	1%	-1%	0.1	29	-1	-1%	-3%	0.4
Cc1cc(C(=O)Nc2nnc(C3CCCCC3)s2)cs1	6	-7%	11%	1.4	13	1	34%	-16%	0.2
Cc1ccc2c(c1)nnn2C1CCN(CC(=O)N2c3ccccc3CC2C)CC1 (stereo unspecified)	11	7%	5%[57.1 µM]	-0.4	-28	7	17%[57.1 µM]	-8%	0.0
Clc1ccc(OCCn2ccnc2)c(Cl)c1	13	6%	6%	-0.9	3	2	21%	2%	-0.4
CC(C)NCC(=O)Nc1c2c(nc3ccccc13)CCC2	6	9%	-1%	0.3	11	-1	10%	-18%	-0.6
Clc1ccc(OCCCCN2CCCCC2)cc1	1	0%	-2%[11.4 µM]	-0.4	-5	-2	-7%[11.4 µM]	-24%	3.6
O=C(NC1CCC(O)CC1)c1cccc2cccnc12 (stereo unspecified)	3	9%	4%	-0.5	-7	4	18%	-6%	0.7
CCN(CC)S(=O)(=O)c1ccc(N(C)C)c(NC(=O)C2CCCC2)c1	-2	6%	9%	-0.2	-3	2	20%	-10%	-1.7
COc1ccc(C(C)(C)NC(=O)C2CCC(=O)N(CCCN3CCCC3=O)C2)cc1 (stereo unspecified)	-1	-9%	3%	1.1	33*	4	11%	-28%	0.2
COc1ccc(Cc2nnc(NC(=O)C3CC(=O)N(c4ccc(OC)cc4)C3)s2)cc1 (stereo unspecified)	-3	-1%	5%[57.1 µM]	-0.6	-19	9	17%[57.1 µM]	-20%	3.7
COc1ccc(Cl)cc1NC(=O)NCC1CCN(Cc2cc(C)ccc2C)CC1	-2	2%	1%	1.3	55*	1	13%	-18%	0.7
CCO[C@@H]1OC(C(=O)NC2CC2)=C[C@H](c2csc3ccccc23)[C@H]1CCCO	-1	1%	1%	0.4	-8	-1	12%	?	0.2
CN1CCN(C(=S)c2ccc(Br)cc2)CC1	-3	-3%	7%[57.1 µM]	-1.0	15	2	3%[57.1 µM]	-14%	-1.0
COc1ccc(OCCSc2nc3ccccc3n2CCC(=O)O)cc1	2	2%	5%	-0.4	-1	0	40%[activator]	-8%	1.9
C=CCn1c(=O)c(C(=O)Nc2ncccc2O)c(O)c2ccccc21	4	-12%	-7%	0.2	7	3	0%	-29%	0.9
Cc1ccc2[nH]c3c(=O)[nH]ncc3c2c1	-11	7%	31%[activator]	-1.8	-33	9	0%	-10%	-3.9
CC(=O)c1cccc(NS(=O)(=O)c2csc(C(N)=O)c2)c1	3	-6%	0%	-0.3	-17	-5	6%	-21%	0.5
COC(=O)c1c(NC(=O)COC(=O)c2ccccc2O)sc2c1CCCCC2	-3	-2%	14%	-0.6	17	7	8%[57.1 µM]	-12%	-1.9

Next compounds follow:
SMILES	PI4K2A block	IDH1 R132H inh	TrxR1 substrate	TRHR agonist	D2 antag	TRHR enhancer	TrxR1 inh	USP1-UAF1 inh	D2 ag
COc1c(S(=O)(=O)N2CCN(C(=O)c3ccco3)CC2)ccc(Cl)c1Cl	-6	-1%	-3%	0.9	3	-6	12%	-14%	1.8
O=C(NC1CCCCC1)NC1CC2CCC(C1)N2Cc1nnnn1Cc1ccc2c(c1)OCO2 (stereo unspecified)	4	12%	-6%	-0.5	·	-8	-13%	-5%	·
Cc1cc(N2CCN(C)CC2)nc2ccc(NC(=S)N3CCCCC3)cc12	2	-5%	12%	-0.4	7	17	3%	-13%	0.0
CCC(CC)NC(=O)c1ccc2nc[nH]c2c1	1	2%	9%	0.7	24	22	4%[57.1 µM]	6%	0.2
Cc1ccc(NC(=O)Cc2nnc(SCC(=O)NC3CCCC3)n2C)cc1	0	1%	2%	0.0	10	0	18%	-10%	0.0
COc1cc2c(cc1OC)C(SC)=NC(C)(C)C2	-1	-2%	16%	-0.5	-26	0	?	-6%	0.4
O=S(=O)(c1ccc(-c2ccon2)s1)N1CCOCC1	2	-2%	5%	0.8	-13	-1	12%[57.1 µM]	-12%	1.5
CCOc1ccc(S(=O)(=O)NCCC(=O)NCCOc2ccccc2)cc1	2	-7%	-6%[57.1 µM]	0.1	-8	1	11%	-5%	-0.1
COC(=O)c1ccc(CSc2nc3ccc(S(N)(=O)=O)cc3[nH]2)cc1	-1	-2%	12%[0.0914 µM]	1.0	-37	36*	17%[57.1 µM]	-13%	0.9
COC(=O)C1CCN(C(=O)COC(=O)Cc2c[nH]c3ccccc23)CC1	-4	2%	8%[57.1 µM]	0.6	7	37*	9%[57.1 µM]	3%	0.5
COc1ccc(OC)c(C(c2nnnn2Cc2ccccc2)N2CCN(C)CC2)c1 (stereo unspecified)	-5	1%	11%[57.1 µM]	0.2	-18	0	11%[57.1 µM]	-15%	0.5
CCCCC(=O)N=c1sc2c(OC)ccc(OC)c2n1C	0	0%	-1%	0.4	11	1	-12%	-10%	-0.3
O=C1S/C(=C/c2ccccc2F)C(=O)N1CCN=C1NS(=O)(=O)c2ccccc21	-1	0%	5%	-0.4	-3	10	-24%	-5%	-2.6
CCn1ccc(C(=O)NC2CCCC2)n1	1	-7%	4%	0.2	-13	0	14%	-30%	0.3
CC(=O)NS(=O)(=O)c1ccc(N=c2ssc3c2-c2cc(C)c(C)cc2NC3(C)C)cc1	1	?	1%[57.1 µM]	-0.8	16	4	-7%	-14%	0.1
Cc1cc(NC(=O)CSc2nnc(-c3ccccc3)o2)no1	-2	-4%	-2%	0.0	·	-3	11%	-21%	·
COc1cccc(/C=N/NC(=O)CN(CCc2ccccc2)S(=O)(=O)c2ccc(NC(C)=O)cc2)c1	0	-1%	-11%	0.6	·	8	-2%	-24%	·
CNc1snc(C)c1C(=O)OCC(=O)NCc1ccccc1OC	-1	-5%	5%[57.1 µM]	·	·	·	14%	-10%	·
Cc1nc2ccccc2c(=O)n1/N=C/c1ccc2ccccc2c1O	3	1%	-3%	-0.6	16	-1	16%	-13%	-1.4
CCCCOC(=O)C1C2C=C[C@]3(CN(C(C)c4ccc(OC)cc4)C(=O)[C@H]13)O2 (stereo partly specified)	-8	1%	-22%[57.1 µM]	0.1	-2	-9	11%[57.1 µM]	-16%	0.0
CSCCC(NC(=O)c1ccco1)C(=O)NCCc1ccc(F)cc1 (stereo unspecified)	-3	-8%	-3%	2.8	·	7	6%	-5%	·
CN1CC[C@]23c4ccccc4N[C@H]1[C@]21CCN(C)[C@H]3Nc2ccccc21	5	5%	4%	1.4	17	2	14%	?	-0.1
N/C(=N\S(=O)(=O)c1cc(C(F)(F)F)cc(C(F)(F)F)c1)c1ccncc1	0	1%	3%	0.5	0	0	9%	-24%	-1.6
Cc1cc(C)n2ncc(C(=O)Nc3cccc(O)c3)c2n1	2	-5%	-1%[57.1 µM]	-0.9	0	-4	5%[57.1 µM]	-18%	-1.8
Cc1ccc(C(C(=O)NC(C)(C)C)N(C(=O)c2csnn2)c2ccccc2F)o1 (stereo unspecified)	2	0%	2%	-0.2	-21	4	7%	-16%	0.9
COc1ccc(Nc2nc(N)nc(CSc3nc(C)cc(C)n3)n2)cc1	-21	16%	5%[57.1 µM]	-0.7	·	1	-3%[57.1 µM]	-3%	·
OCCNc1nc(Nc2ccccc2)nc(Nc2ccccc2)n1	3	13%	-7%[57.1 µM]	-0.4	2	13	13%[57.1 µM]	-21%	0.7
CC(=O)N1CCN(C(=O)c2ccc(Cl)c(S(=O)(=O)N3CC(C)OC(C)C3)c2)CC1 (stereo unspecified)	1	2%	11%[57.1 µM]	·	·	·	11%[57.1 µM]	-1%	·
CCn1cc2nc(SCC(=O)Nc3ccc(OC)cc3OC)n(Cc3ccc(Cl)cc3)c(=O)c2n1	2	-7%	-18%	0.4	·	-8	?	-20%	0.1

Single records (already shown). Order of values: PI4K2A block | IDH1 R132H inh | TrxR1 substrate | TRHR agonist | D2 antag | TRHR enhancer | TrxR1 inh | USP1-UAF1 inh | D2 ag
COc1cc2c(cc1OC)C(SC)=NC(C)(C)C2 is listed as -1 | -2% | 16% | -0.5 | -26 | 0 | ? | -6% | 0.4
Cc1cc(C)n2ncc(C(=O)Nc3cccc(O)c3)c2n1 is listed as 2 | -5% | -1%[57.1 µM] | -0.9 | 0 | -4 | 5%[57.1 µM] | -18% | -1.8
COC(=O)C1CCN(C(=O)COC(=O)Cc2c[nH]c3ccccc23)CC1 is listed as -4 | 2% | 8%[57.1 µM] | 0.6 | 7 | 37* | 9%[57.1 µM] | 3% | 0.5
Cc1cc(N2CCN(C)CC2)nc2ccc(NC(=S)N3CCCCC3)cc12 is listed as 2 | -5% | 12% | -0.4 | 7 | 17 | 3% | -13% | 0.0
OCCNc1nc(Nc2ccccc2)nc(Nc2ccccc2)n1 is listed as 3 | 13% | -7%[57.1 µM] | -0.4 | 2 | 13 | 13%[57.1 µM] | -21% | 0.7

Rows were taken by chance (roughly 3.9% active in at least one column).
